# AMPAR-TARP mod: modulators of GluA2-stargazin AMPA receptor complexes, primary screen, cell-based, membrane potential dye | Voltage-dependent calcium channel gamma-2 subunit (Mus musculus) + Glutamate receptor 2 … | AID 1259245, 2017 | calls only at 30 µM | HEK293 GluA2+stargazin, membrane potential dye (FDSS), glutamate EC50; hits were called plate by plate, in both directions | hit rate 3.5% among 40,000;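 active = any of four per-well response measures lying three or more SD from its plate-wide compound average, in either direction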
# AMPAR-TARP mod agonism max-min: further read-out of AMPAR-TARP mod, marked with its call; compound max-min signal; compound-alone response (agonism);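 unitless range of fluorescence divided by baseline over first 100 seconds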
# AMPAR-TARP mod glutamate slope: further read-out of AMPAR-TARP mod, marked with its call; glutamate slope, % of max; measured here: glutamate response slope, % max;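 scaled per plate between vehicle wells and maximal 1 mM glutamate control wells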
# Active calls of the source: *; i = inactive; + = active, no number. An excerpt. The share of hits here may be higher or lower than overall.
# Preview, 4 compounds:
molecule	AMPAR-TARP mod	AMPAR-TARP mod agonism max-min	AMPAR-TARP mod glutamate slope
CCOC(=O)Cn1c(C)cn2c3c(=O)n(Cc4ccccc4F)c(=O)n(C)c3nc12	i	0.11	55
CC1CCCCN1C(=O)c1nc(-c2cnccn2)no1 (stereo not drawn)	i	0.12	51
COCCN(CCOC)S(=O)(=O)CCNC(=O)c1ccccc1	i	0.079	42
COc1ccc(-c2nnc3ccc(OCCNC(=O)c4ccccc4)nn23)cc1	i	0.13	78

# Main list, previewed entries included:
molecule	AMPAR-TARP mod	AMPAR-TARP mod agonism max-min	AMPAR-TARP mod glutamate slope
CCOC(=O)Cn1c(C)cn2c3c(=O)n(Cc4ccccc4F)c(=O)n(C)c3nc12	i	0.11	55
CC1CCCCN1C(=O)c1nc(-c2cnccn2)no1 (stereo not drawn)	i	0.12	51
COCCN(CCOC)S(=O)(=O)CCNC(=O)c1ccccc1	i	0.079	42
COc1ccc(-c2nnc3ccc(OCCNC(=O)c4ccccc4)nn23)cc1	i	0.13	78
Cc1ccc(NC(=O)Cn2nc(C(=O)N3CCN(C)CC3)cc2C)cc1	i	0.087	65
O=C(Cn1cnc(-c2ccccc2)cc1=O)Nc1ccc(Oc2ccccc2)cc1	i	0.11	46
COc1ccc(OC)c(NC(=O)Cn2cc(OC)c(=O)cc2CSc2nc(C)cc(C)n2)c1	i	0.037	54
O=C(Nc1ccc2cn[nH]c2c1)c1ccc2nc[nH]c2c1	i	0.13	66
CN1C(=O)Cc2cc(NC(=O)c3ccno3)ccc21	+	0.25*	66*
Cc1cccc(N2CCN(C(=O)c3cccc(N4C(=O)C(C)CS4(=O)=O)c3)CC2)c1 (stereo not drawn)	i	0.14	77
C=CCN1CC(c2nc3ccccc3n2Cc2ccc(Cl)c(Cl)c2)CC1=O (stereo not drawn)	i	0.13	46
Cc1ccc(C(CNC(=O)C(=O)NC2CCCC2)N2CCOCC2)cc1 (stereo not drawn)	i	0.044	53
Cn1c(=O)[nH]c(=O)c2c1nc(NCc1ccco1)n2Cc1cccc2ccccc12	i	0.069	63
CC(C)(C)c1ccc(C(=O)Nc2ccc(S(C)(=O)=O)cc2)cc1	i	0.068	54
OC(COc1ccccc1F)Cn1cnc2ccccc21 (stereo not drawn)	i	0.096	6
O=C(NC1(c2nc(-c3cnccn3)no2)CCCCC1)c1ccoc1	i	0.063	50
O=C(NCCCN1CCOC(c2ccccc2)C1)c1ccc(Cl)cc1Cl (stereo not drawn)	i	0.051	45
CCCn1c(-c2ccccc2C)nc2c(c(=O)c3ccccc3n2C)c1=O	i	0.075	40
COCCN1COc2ccc3c(=O)c(Oc4ccc(C(=O)OC)cc4)c(C)oc3c2C1	i	0.11	51
COCCN1C(=O)NC(C)C1=O (stereo not drawn)	i	0.04	55
COc1ccccc1CCNC(=O)C(=O)Nc1ccc([N+](=O)[O-])cc1	i	0.12	77
O=S(=O)(c1ccc(Oc2ccccc2Cl)cc1)N1CCCCC1	i	0.064	30
Cn1c(C(F)(F)F)nn(CCNC(=O)c2ccccc2C(F)(F)F)c1=O	i	0.1	58
CS(=O)(=O)N1CCC(CNC(=O)C(=O)Nc2ccc(F)c(Cl)c2)CC1	i	0.13	63
COc1ccccc1CNC(=O)Cc1cc(-c2cccs2)on1	i	0.047	38
CCc1ccc(S(=O)(=O)NCC2CCN(C3CCCC3)CC2)s1	+	0.14*	64*
Cc1ccc(C)c(C(=O)NCCNc2ccc(C)nn2)c1	i	0.12	48
COc1ccc(S(=O)(=O)Nc2cccc(N3CCCCC3=O)c2)cc1C	i	0.055	55
Cc1cc(NC(=O)COc2ccc3ccccc3c2)n(C2CCS(=O)(=O)C2)n1 (stereo not drawn)	i	0.051	46
COc1ccc(NC(=O)Cn2c(=O)n(C(C)C)c(=O)c3nscc32)cc1Cl	i	0.11	65
CC(C)c1cc(C(=O)N2CCN(C)CC2)nn1-c1nc2ccccc2s1	i	0.093	61
COc1ccccc1C1=NN(C(=O)C(C)C)C(c2ccc3nccnc3c2)C1 (stereo not drawn)	i	0.065	72
COc1ccc(CC(=O)Nc2nnc(-c3cc4cccc(OC)c4o3)o2)cc1	i	0.074	10
COc1cccc(C(=O)NCCNc2ccc(C)nn2)c1	i	0.089	49
CON(C)C(=O)C1CN(C(=O)c2cnccn2)C1	i	0.086	54
COc1nn(C)cc1C(=O)N1CCN(C(=O)c2ccco2)CC1	i	0.042	62
O=S(=O)(Cc1cccc(F)c1)NCC(O)c1ccc(C(F)(F)F)cc1 (stereo not drawn)	+	0.24*	50*
CCS(=O)(=O)c1ccc(C(=O)Nc2ccc(SC)cc2)cc1	i	0.085	56
COC(=O)c1ccccc1C(=O)N(CC1CCCO1)c1nc2c(F)cccc2s1 (stereo not drawn)	i	0.053	59
Cc1cc(C)n(CCN2CCN(C(=O)Nc3ccc(C)c(C)c3)CC2)n1	i	0.11	61
O=C1CCc2cc(NC(=O)Nc3ccc4c(c3)OCO4)ccc2N1	i	0.1	53
COCCCNc1nc2c(c(=O)n(C)c(=O)n2C)n1Cc1ccc(Cl)cc1	i	0.13	54
O=C(Nc1ccc(C(F)(F)F)cc1)NC1CCCC(O)C1 (stereo not drawn)	i	0.21	49
CN(C)C(CNC(=O)C1(c2ccccc2)CCOCC1)c1ccco1 (stereo not drawn)	i	0.12	50
Cc1cc(C(=O)N2CCN(c3ccc(-c4cccs4)nn3)CC2)no1	i	0.041	25
Cn1nnc2c(=O)n(CC(=O)N3CCCCCC3)cnc21	i	0.081	49
Cc1ccc(S(=O)(=O)N(CCC(=O)O)CC(O)Cn2c3ccccc3c3ccccc32)cc1 (stereo not drawn)	i	0.11	62
COC(=O)c1ccc(NC(=O)CSc2nnc(-c3ccc(OC)c(OC)c3)n2N)cc1	i	0.039	58
COc1cc(NC(=O)Cn2cnc3c(sc4ncccc43)c2=O)cc(OC)c1OC	i	0.11	50
CC(O)(CNC(=O)CCS(=O)(=O)c1ccccc1)C1CC1 (stereo not drawn)	i	0.089	63
CCc1ccc(-c2cc3c(=O)[nH]nc(SCC(=O)NCc4cccc(OC)c4OC)n3n2)cc1	i	0.12	62
Cn1c(=O)[nH]c(=O)c2c1nc(SCC(=O)c1ccccc1)n2Cc1ccccc1	i	0.033	34
COc1ccc(NC(=O)CCCOc2ccc(C)cc2C)c(OC)c1	i	0.093	80
Cc1ccc(N2CCN(S(=O)(=O)c3ccc(C)c(C)c3C)CC2)c(C)c1	i	0.067	62
Cc1ccc(C)c(S(=O)(=O)Nc2cc(C)nn2C2CCS(=O)(=O)C2)c1 (stereo not drawn)	i	0.1	60
O=C(O)c1noc2c1CCCC2	i	0.044	45
CSCCC(C)(O)CNC(=O)c1ccc(Cl)s1 (stereo not drawn)	i	0.092	51
O=C(NCCOc1ccc2nnc(-c3ccccc3)n2n1)Nc1ccc2c(c1)OCCO2	i	0.063	53
COc1cn(-c2ccc(F)cc2)nc1C(=O)Nc1ccccc1F	i	0.11	62
Cn1cccc1C(O)CNC(=O)C(=O)NCc1ccccc1Cl (stereo not drawn)	i	0.12	60

# Look-ups from the entries so far.
# Under AMPAR-TARP mod glutamate slope, Cc1ccc(N2CCN(S(=O)(=O)c3ccc(C)c(C)c3C)CC2)c(C)c1 has the entry 62
# Under AMPAR-TARP mod glutamate slope, Cn1cccc1C(O)CNC(=O)C(=O)NCc1ccccc1Cl (stereo not drawn) has the entry 60
# Under AMPAR-TARP mod agonism max-min, Cc1cc(C(=O)N2CCN(c3ccc(-c4cccs4)nn3)CC2)no1 has the entry 0.041
# Under AMPAR-TARP mod glutamate slope, Cc1cc(C)n(CCN2CCN(C(=O)Nc3ccc(C)c(C)c3)CC2)n1 has the entry 61
# Under AMPAR-TARP mod glutamate slope, CC(C)c1cc(C(=O)N2CCN(C)CC2)nn1-c1nc2ccccc2s1 has the entry 61
# Under AMPAR-TARP mod glutamate slope, CC(O)(CNC(=O)CCS(=O)(=O)c1ccccc1)C1CC1 (stereo not drawn) has the entry 63

# The list continues:
molecule	AMPAR-TARP mod	AMPAR-TARP mod agonism max-min	AMPAR-TARP mod glutamate slope
CC(C)OC(=O)COc1ccc2c(c1)O/C(=C\c1cccs1)C2=O	i	0.12	67
CCSc1nnc(NC(=O)c2nnn(-c3ccccc3)c2-c2ccco2)s1	i	0.094	75
COC(=O)c1sc2cccc(F)c2c1S(=O)(=O)NCc1ccc(OC)cc1	i	0.13	45
O=C(c1ccc2c(=O)n3c(nc2c1)SCCC3)N1CCc2ccccc2C1	i	0.079	21
CC(C)(C)n1ncc2c(=O)n(CCC(=O)N3CCN(C(=O)c4ccco4)CC3)cnc21	i	0.077	62
CSc1ccccc1NC(=O)c1ccc(=O)n(Cc2ccc(C(F)(F)F)cc2)c1	i	0.061	56
CCOc1ccc(-c2nc(S(=O)(=O)c3ccccc3)c(NC)o2)cc1	i	0.11	49
CCN1CCN(C(=O)c2cnn3c(C(F)F)cc(-c4ccccc4)nc23)CC1	i	0.077	52
COc1ccc2nc(-c3ccc(NS(=O)(=O)c4ccc5c(c4)CCCC5)cc3)cn2n1	i	0.089	60
COc1ccc(CNC(=O)NCC2CCN(c3ncccn3)CC2)cc1	i	0.1	68
COCC(C)NC(=O)CCn1cnc2c(cnn2C(C)(C)C)c1=O (stereo not drawn)	i	0.073	61
CCN(CC)CCNC(=O)C(=O)Nc1ccccc1Cl	i	0.031	47
O=C(Nc1nc2c(ccc3ccccc32)s1)C1CCN(S(=O)(=O)c2cccs2)CC1	i	0.094	59
Cn1c(=O)n(CC(N)=O)c(=O)c2c1nc1n(-c3ccc(Cl)cc3)c(-c3ccccc3)cn21	i	0.049	66
O=C(CS(=O)c1ccccc1[N+](=O)[O-])Oc1ccc(Br)cc1 (stereo not drawn)	i	0.084	44
Cc1sc(NC(=O)c2cccc(S(=O)(=O)C(C)C)c2)c(C#N)c1C	i	0.059	46
CCc1nnsc1C(=O)Nc1sc2c(c1C(=O)NCC1CCCO1)CCCC2 (stereo not drawn)	i	0.1	62
CC(O)(CNC(=O)Nc1cccs1)C1CC1 (stereo not drawn)	i	0.11	63
COC(=O)c1ccc(CN(c2cccc(F)c2)S(=O)(=O)c2ccc3nnc(C)n3c2)o1	i	0.092	66
COc1ccc(S(=O)(=O)N2CCN=C2SCc2ccc(Br)cc2)cc1	i	0.066	70
O=C(Nc1ccc([N+](=O)[O-])cc1)C(=O)Nc1ccc2c(c1)OCO2	i	0.12	56
O=C(Nc1cccc2nsnc12)C1CCCN(c2cc(-n3cccn3)ncn2)C1 (stereo not drawn)	i	0.078	58
COc1ccc(NC(=O)Cn2cc(-c3nc(-c4ccc(C)cc4)no3)c(=O)c3ccc(C)nc32)cc1	i	0.033	19
COc1ccc(S(=O)(=O)NCC(c2cccn2C)N(C)C)c(C)c1 (stereo not drawn)	i	0.059	52
O=C(Nc1ccc(N2CCCCS2(=O)=O)cc1)C(=O)NC1CCCC1	i	0.1	74
CSc1ncccc1C(=O)NCC(O)c1sccc1C (stereo not drawn)	i	0.1	52
O=C(CCSc1ccccc1)Nc1ccc2c(c1)CN(C(=O)c1cccs1)CC2	i	0.059	62
O=C(NC1(c2nc(-c3cnccn3)no2)CCCCC1)c1ccn[nH]1	i	0.083	59
COc1ccc(NC(=O)Cn2cnc3nc(N4CCOCC4)ncc3c2=O)cc1	i	0.079	56
COc1ccc(C(CNC(=O)C(=O)NCc2ccccc2)N2CCOCC2)cc1 (stereo not drawn)	i	0.07	49
CC1(C)COc2ccc(NS(=O)(=O)c3ccc4c(c3)CCCC4)cc2NC1=O	i	0.13	69
CCOC(=O)CCn1c(=O)c2c(nc3n(-c4cccc(C)c4)c(-c4ccccc4)cn23)n(C)c1=O	i	0.053	53
Cc1ccc(OCCN2CCN(C(=O)c3cc4cc([N+](=O)[O-])ccc4oc3=O)CC2)cc1	i	0.071	39
COc1cc(OC)cc(C(=O)NCCOc2ccc(-c3cccs3)nn2)c1	i	0.031	51
Cc1cc(C)c(S(=O)(=O)NCCCO)c(C)c1N(C)S(=O)(=O)c1ccccc1	i	0.047	49
COc1cc(S(=O)(=O)N2CCCCCC2)c(C)cc1C	i	0.076	60
CCOc1cccc2cc(C(=O)NCCCn3nc(-c4ccco4)ccc3=O)c(=O)oc12	i	0.12	42
CN1CCN(c2nc3c(c(=O)[nH]c(=O)n3C)n2CC(O)c2ccccc2)CC1 (stereo not drawn)	i	0.13	65
Cc1ccc(N2CC(C)Cn3c2nc2c3c(=O)n(CC(=O)O)c(=O)n2C)cc1 (stereo not drawn)	i	0.1	67
O=S(=O)(Nc1ccc2c(c1)N(S(=O)(=O)c1ccccc1)CCC2)c1ccc2c(c1)OCCO2	i	0.091	73
COc1cc(-c2noc(-c3nnn(-c4ccc(C)c(Cl)c4)c3C)n2)cc(OC)c1OC	i	0.09	53
O=C(O)CCN1CCN(Cc2ccc(Cl)cc2)CC1	+	0.032*	32*
CCCCOc1cc(C)cc2oc(=O)cc(-c3ccccc3)c12	i	0.1	76
CC1Oc2ccccc2OC1C(=O)Nc1ccccc1C(=O)O (stereo not drawn)	i	0.1	54
C=CCN1C(=O)SC(CC(=O)Nc2ccc(Br)cc2)C1=O (stereo not drawn)	+	0.16*	64*

# Structural class, the compounds so far with a COOH group.
molecule	AMPAR-TARP mod	AMPAR-TARP mod agonism max-min	AMPAR-TARP mod glutamate slope
Cc1ccc(S(=O)(=O)N(CCC(=O)O)CC(O)Cn2c3ccccc3c3ccccc32)cc1 (stereo not drawn)	i	0.11	62
O=C(O)c1noc2c1CCCC2	i	0.044	45
Cc1ccc(N2CC(C)Cn3c2nc2c3c(=O)n(CC(=O)O)c(=O)n2C)cc1 (stereo not drawn)	i	0.1	67
O=C(O)CCN1CCN(Cc2ccc(Cl)cc2)CC1	+	0.032*	32*
CC1Oc2ccccc2OC1C(=O)Nc1ccccc1C(=O)O (stereo not drawn)	i	0.1	54
